# mHTT CaM bind: mHTT-calmodulin interaction abrogation | P42858 | AID 1671202 | inhibition, % at 15 µM | 190,000 compounds, 3.6% hits | AlphaScreen His-mHTT/GST-CaM binding, luminescence;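 note: 0% = both proteins with DMSO and 100% = one protein alone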
# Pf apPOL inh: Pf-apPOL DNA polymerase inhibition; Recombinant Pf-apPOL, molecular beacon fluorescence, 1.5 h; inhibition, % at 10 µM; 210,000 compounds, 0.25% hits
# The depositor's hits bear a star; i = inactive; · = no result given; & = joins results of further samples. Cut-off read from the data, not from the text of the source: active = inhibition above about 50%; inactive = the rest.
SMILES,mHTT CaM bind,Pf apPOL inh
CC1Cc2ccccc2N1C(=O)Cc1csc(NC(=O)c2ccc(=O)[nH]c2)n1 (stereo not drawn),11,0
O=C(c1cc2cn(C3CCCC3)cc2s1)N1CCN(C2CCCCC2)CC1,73*,9
CC(=NCCc1c[nH]c2ccccc12)c1ccccc1O,·,-5
O=C(NC1CC1)C1CN(C(=O)Nc2cc(F)ccc2F)CC12CCOCC2 (stereo not drawn),-1,-7
O=C(CSc1nc2[nH]ncc2c(=O)n1-c1ccc(Cl)cc1Cl)NCc1cccs1,10,-5
COc1ccc(-c2nccc(C3CCCN(C(=O)c4ccccc4C)C3)n2)cc1 (stereo not drawn),3,0
CCc1cccc(N2C=C(C#N)S(=O)(=O)c3c(F)cccc32)c1,-3,-1
Cc1c(C(=O)N2CCCC2)sc2ncn(CC(=O)Nc3cccc(C(F)(F)F)c3)c(=O)c12,15,-3
COc1ccc(I)cc1S(=O)(=O)N1CCN(c2ccccc2F)CC1,-13,0
Cc1ccc(NC(=O)C(=O)NCCc2ccc(Cl)cc2)cc1Cl,2,-6
Cc1ccc(C(=O)Nc2nnc(SCC(=O)Nc3ccc(F)cc3)s2)cc1,-2,1
CCn1cc(C2=CCN(S(=O)(=O)c3ccc(C)c(Cl)c3)CC2)c2cccnc21,23,-2
COc1ccccc1N1CCN(CC(O)COc2ccccc2C(C)(C)C)CC1 (stereo not drawn),19,-2
Cn1ccc2c(N3CCCCCCC3)cc3c(c21)C1CCC3O1 (stereo not drawn),71*,0
CSc1ccc(CNC(=O)CC2CCN(C(=O)c3[nH]c(C)cc3C)CC2)cc1,26,-5
COc1ccc(CC(=O)Nc2ccc(Cl)c(Br)c2)cc1,-12,5
Cc1ccc(S(=O)(=O)N(C)c2cc(S(=O)(=O)Nc3ccncc3)c(C)cc2C)cc1,-2,-11
Cc1nc2cc(NC(=O)c3ccc([N+](=O)[O-])cc3)ccc2s1,6,0
Cc1cc(C)cc(NC(=O)C2CCN(c3ccncc3)CC2)c1,-5,-4
O/N=C1/CC(Sc2nc(-c3ccccc3)cc(C(F)F)n2)C2COC1O2 (stereo not drawn),i,-4

# 2 entries from above, as labelled records.
SMILES: COc1ccc(CC(=O)Nc2ccc(Cl)c(Br)c2)cc1
- mHTT CaM bind: -12
- Pf apPOL inh: 5
SMILES: Cc1ccc(S(=O)(=O)N(C)c2cc(S(=O)(=O)Nc3ccncc3)c(C)cc2C)cc1
- mHTT CaM bind: -2
- Pf apPOL inh: -11

# Next section.
SMILES,mHTT CaM bind,Pf apPOL inh
O=C(c1ccccc1F)N1CC(C(=O)N2CCCC2)C(c2ccc(F)cc2)C1 (stereo not drawn),8,3
CCN1CCN(c2ccc(NC(=O)c3ccc(F)cc3)cn2)C1=O,-6,0
C=CCc1ccc(OCC(=O)NN)c(OC)c1,-1,-1
Cc1nccn1Cc1nc(-c2cccc(C(F)(F)F)c2)no1,6,-2
Cc1cc(C)n2nc(Sc3ncccc3[N+](=O)[O-])nc2n1,·,-10&0
O=C(NC1CCCC1)C1CCCN(S(=O)(=O)N2CCCC2)C1 (stereo not drawn),-2,-25
O=C1c2ccc([N+](=O)[O-])cc2C(=O)N1CCCn1ccnc1,1,-11
CCN(CC)c1ccc(Nc2nc(-c3ccncc3)cs2)cc1,85*,-4
COc1cc(Cl)ccc1C(=O)Nc1nnc2ccccn12,30,-3
COc1ccc(NC(=O)CSc2nc3c(c(=O)n2-c2ccc([N+](=O)[O-])cc2)SCC3)cc1,-1,-6
COc1ccccc1N=C1SC(C(=O)Nc2ccccc2OC)CC(=O)N1C (stereo not drawn),0,-23
CCC(C(=O)NCc1ccco1)c1ccccc1 (stereo not drawn),1,-8
O=C(CSc1nnc(COc2ccc(Cl)cc2)o1)NC1CCCCC1,-11,-4
Cc1ccc(-c2nc3ncccc3o2)cc1NC(=O)c1cccnc1Cl,2,0
COc1c(Br)c(Br)c(Br)c2c1OCCO2,·,3
c1ccc2c(-c3nc(C4CC4)no3)nnc(NC3CCCCC3)c2c1,25,-2
O=C(O)CNC(=O)NC12CC3CC(CC(C3)C1)C2,0&2,3&2
COc1ccc(CNC(=O)C(=O)Nc2ccc(OC)cc2)cc1,-2,-3
O=C(NCCN1CCC(Cc2ccccc2)CC1)C1CC(=O)N(CCc2ccccc2)C1 (stereo not drawn),-2,-5
O=C(/C=C/c1ccc2c(c1)OCO2)Nc1ccc(Br)cc1,-5,0

# Structural class, those above with a Cl atom
SMILES,mHTT CaM bind,Pf apPOL inh
O=C(CSc1nc2[nH]ncc2c(=O)n1-c1ccc(Cl)cc1Cl)NCc1cccs1,10,-5
Cc1ccc(NC(=O)C(=O)NCCc2ccc(Cl)cc2)cc1Cl,2,-6
CCn1cc(C2=CCN(S(=O)(=O)c3ccc(C)c(Cl)c3)CC2)c2cccnc21,23,-2
COc1ccc(CC(=O)Nc2ccc(Cl)c(Br)c2)cc1,-12,5
COc1cc(Cl)ccc1C(=O)Nc1nnc2ccccn12,30,-3
O=C(CSc1nnc(COc2ccc(Cl)cc2)o1)NC1CCCCC1,-11,-4
Cc1ccc(-c2nc3ncccc3o2)cc1NC(=O)c1cccnc1Cl,2,0

# (more compounds)
SMILES,mHTT CaM bind,Pf apPOL inh
Cn1c(=O)c(C(=O)N2CCCCC2)nc2cccnc21,-1,-1
Cc1ccccc1C1CC(c2ccccc2Cl)Nc2ncnn21 (stereo not drawn),21,2
Cn1c(C2CCN(S(=O)(=O)c3ccc(F)cc3)C2)nc2cccnc21 (stereo not drawn),-4,-4
CCCCN(C)C(=O)c1cn(C2CCCCC2)c(=O)c2c1c1ccccc1n2C,0,-6
Cc1ccc(C(=O)/C=C/c2cccc(F)c2)o1,2,-7
COC(=O)c1ccc(C(=O)N(Cc2cccn2C)C2CC2)cc1,-7,-8
CSc1nc(NC(C)(C)C)nc(OCCNS(=O)(=O)c2cc(C)ccc2C)n1,25,-2
CCc1noc(-c2cccnc2N2CCCN(C(=O)Nc3ccc(C)cc3)CC2)n1,-1,2
O=C(Nc1ccc(F)cc1Cl)c1ccc(Cn2cncn2)cc1,-1,4
O=S(=O)(c1cccc2nsnc12)N1CCN(c2ccccc2)CC1,·,4
COc1cc(C(CCN2CCCC(C)C2)c2c(OC)cc(OC)c3c(C)cc(=O)oc23)cc(OC)c1OC (stereo not drawn),14,-11
CC(=O)NCCn1c(SCc2cc(=O)n3cc(Cl)ccc3n2)nc2ccccc2c1=O,1,-6
COc1ccccc1CC(=O)Nc1cnc(-c2cccnc2)nc1,7,1
COc1ccc(-c2noc(C3CCCN3C(=O)CNC(=O)c3cccs3)n2)cc1 (stereo not drawn),12,-5
Clc1ccc2noc(-c3ccccc3)c2c1,·,-18
COc1ccc(N2C(=O)C(N3C(=O)c4ccccc4C3=O)C2c2cccc(OC)c2)cc1 (stereo not drawn),10,4
COc1ccc(S(=O)(=O)N2Cc3ccccc3CC2C(=O)Nc2nccs2)cc1 (stereo not drawn),4,-9
COc1ccccc1Nc1nc(-c2c(C)nc3cc(C)ccn23)cs1,76*,-1
CCOC(=O)C1CCCN(C(=O)c2cncc(-c3ccccc3F)c2)C1 (stereo not drawn),4,3
O=C(Nc1ccc(Br)cc1)C12CC3CC(CC(Br)(C3)C1)C2,-4,-2
COc1ccccc1CNC(=O)C1CCN(S(=O)(=O)N2CCCCCC2)CC1,-4,-6
O=C(c1cc2ccccc2o1)N1CCN=C1SCc1cccc(Cl)c1,0,-23
COc1cccc(OC)c1C(=O)Nc1c2c(nn1C(C)(C)C)CS(=O)C2 (stereo not drawn),4,3
COc1ccc(C2=CC(c3ccc(Br)cc3)n3ncnc3N2)cc1 (stereo not drawn),11,-9
Cc1nc2c(c(=O)n1CC(=O)NCc1cccs1)CCN(Cc1ccccc1)C2,-9,-8
Cc1ccc(CNc2nc3ccncc3n(Cc3ccccc3)c2=O)cc1,1,0
CCOc1ccc2nc(C(=O)NC3CCCCCC3)cn2n1,1,-3
CC(=NOC(=O)c1ccccc1)c1sc2nc(C(F)(F)F)nn2c1C,·,-3
C=CCSc1nc(N2CCOCC2)c2c(c1C#N)CC(C)(C)OC2,10,0
CCN=c1scc(-c2ccc(OCC)cc2)n1CC,3,0
COc1ccc(/C=C2\S/C(=N\N=C\c3ccc(OC)cc3)NC2=O)cc1,i,·
CC(C)NC(=O)c1ccc(OCC2CCCN(C(=O)C3(c4ccccc4)CC3)C2)cc1 (stereo not drawn),7,-6
O=C(/C=C/c1ccc2c(c1)OCO2)Nc1ncc([N+](=O)[O-])s1,14,-3
O=C(O)c1cn(-c2ccccc2)nc1-c1ccccc1,5,0
Cc1ccc(-c2cc(C(=O)N3CCCCC3C(=O)NC(C)C)no2)cc1C (stereo not drawn),6,3
Cc1ccc(CN2[C@@H]3c4ccccc4C[C@@H]3OCCS2(=O)=O)cc1,-4,-6
O=C(NC1CCCCC1)N1CCCc2ccccc21,-2,-12
COc1ccc(/C=C2/C(=O)C(C)(C(C)C)CCC2C)cc1 (stereo not drawn),-30,-3
c1cc2c(s1)C1CCCCC1OC21C2CC3CC(C2)CC1C3 (stereo not drawn),-19,·
O=C(Nc1cccnc1)C1CCCN(c2nnc3ccc(Cl)cn23)C1 (stereo not drawn),14,-2

# Single records, from the list above.
# Entry for c1ccc2c(-c3nc(C4CC4)no3)nnc(NC3CCCCC3)c2c1 → mHTT CaM bind: 25; Pf apPOL inh: -2
# Entry for Cc1ccc(NC(=O)C(=O)NCCc2ccc(Cl)cc2)cc1Cl → mHTT CaM bind: 2; Pf apPOL inh: -6
# Entry for O=C(/C=C/c1ccc2c(c1)OCO2)Nc1ncc([N+](=O)[O-])s1 → mHTT CaM bind: 14; Pf apPOL inh: -3

# More structures follow:
SMILES,mHTT CaM bind,Pf apPOL inh
COc1cc(NC(=O)Nc2c(C)n(C)n(-c3ccccc3)c2=O)cc(OC)c1OC,-1,0
O=C(Cc1cccs1)N1CCC(c2nc(-c3ccccc3)n[nH]2)CC1,28,34
O=[N+]([O-])c1ccc2nc(SSc3nc4ccc([N+](=O)[O-])cc4s3)sc2c1,11,·
CC1CCc2nn(CC(=O)Nc3ccccc3Cl)cc2C1 (stereo not drawn),-19,-4
Cc1ccc(N2CC(C(=O)Nc3ccc(N4CCOCC4)cc3)CC2=O)cc1 (stereo not drawn),5,-1
COC(=O)C(C)N1CCC(=O)c2ccccc2S1(=O)=O (stereo not drawn),-8,-7
Cc1cccc(CCNC(=O)CN2C(=O)/C(=C/c3ccccc3F)Sc3ccccc32)c1,11,-16
Oc1cc2nccnc2cc1F,0,·
Cc1nc(-c2ccccc2F)sc1C(=O)NC(C)C,-6,-10
CN(C)c1ccc2[nH]c3c(C(=O)O)cc(=O)c(=O)c=3oc2c1,67*,·
COC(=O)N1CCN(CCNC(=O)c2cnc3ccccc3n2)CC1,-9,0
COc1cccc(-c2nc(C3CCN(C(=O)C4COc5ccccc5O4)CC3)no2)c1 (stereo not drawn),87*,1
CCCC(=O)Nc1cc(OC)cc(OC)c1,-2,-2
Cc1ccc(C(=O)N2CCC(COc3ccc(C(=O)NC(C)C)cc3)CC2)cc1F,10,-1
CN(CCc1ccccn1)C(=O)c1ccc(N2CC3CC(C2)c2cccc(=O)n2C3)c([N+](=O)[O-])c1 (stereo not drawn),-5,-7
N[C@@H](Cc1c[nH]c2ccccc12)C(=O)O,·,5
Cc1cc(C2CCCN2C(=O)Nc2ccc(C)c(Cl)c2)on1 (stereo not drawn),-12,-2
O=C(O)c1ccc(NC(=O)c2ccccc2F)c(NC(=O)c2ccccc2F)c1,-4,8
O=C(NCc1csc(-c2cccs2)n1)C1CCN(C(=O)COc2ccccc2)CC1,3,8
CCc1nnc2cc(N3CCN(Cc4ccc(C(C)C)cc4)CC3)cnn12,17,-1

# A few values from the list.
# Value for Cc1cccc(CCNC(=O)CN2C(=O)/C(=C/c3ccccc3F)Sc3ccccc32)c1 in Pf apPOL inh: -16
# Value for Cc1ccc(C(=O)N2CCC(COc3ccc(C(=O)NC(C)C)cc3)CC2)cc1F in Pf apPOL inh: -1
# Value for CCc1nnc2cc(N3CCN(Cc4ccc(C(C)C)cc4)CC3)cnn12 in mHTT CaM bind: 17
# Value for O=C(NCc1csc(-c2cccs2)n1)C1CCN(C(=O)COc2ccccc2)CC1 in Pf apPOL inh: 8
# Value for CN(CCc1ccccn1)C(=O)c1ccc(N2CC3CC(C2)c2cccc(=O)n2C3)c([N+](=O)[O-])c1 (stereo not drawn) in mHTT CaM bind: -5

# (more compounds)
SMILES,mHTT CaM bind,Pf apPOL inh
CC1CC(C)CN(CCCNC(=O)C2c3ccccc3C(=O)N(C)C2c2cccs2)C1 (stereo not drawn),-4,-5
COc1ccc(NC(=O)C2Cc3ccccc3N3CCCCC23)cc1 (stereo not drawn),5,5
O=C(Nc1cccc(C(F)(F)F)c1)c1c(O)c2cccc3c2n(c1=O)CCC3,3,-2&-3
CCCCOc1ccc(-c2nc(C=Nc3ccccc3Br)c(O)o2)cc1,0,4
O=C(O)COCC(=O)N(Cc1ccccc1)Cc1cccs1,·,-3
CCC(C(=O)NCc1ccc(N(C)C)cc1)N1C(=O)CCCc2ccccc21 (stereo not drawn),15,-7
CCn1nc(C(=O)Nc2nnc(-c3sc(C)nc3C)o2)cc1C,46,6
COCC(=O)N1CCCC2(C1)Nc1cccnc1NC2=NCc1ccccc1 (stereo not drawn),1,-4
Fc1cccc(-c2nc(Cn3ccnc3)no2)c1,-10,0
O=C(c1ccccc1F)N1CCCCC1CCN1CCCCC1 (stereo not drawn),-4,-6
CC1(C)CC2(CCO1)OC(=O)CC2C(=O)NCCc1ccccc1 (stereo not drawn),-3,8
CCN(CC)S(=O)(=O)c1ccc(OC)c(NC(=O)c2cc(Cl)ccc2OC)c1,-2,-2
O=C(Nc1cccc2c1CCCC2)C(Cl)Cl,-2,-1
CCCN1C(=O)C(CC(=O)NCCN(C)C)Sc2ncccc21 (stereo not drawn),-1,-3
